# Screening results (PubChem BioAssay)
# BioA inh: M. tuberculosis BioA enzyme inhibitors, primary screen, biochemical, plate reader, single point, HTS; 7,8-diaminopelargonic acid synthase BioA (Mycobacterium tuberculosis); actives 0.096% (n = 360,000); purified M. tuberculosis BioA enzyme; inhibition, % at 9.99 µM; in the data active = inhibition above about 40%
# * hit, by the source's call. A portion of the library, so the mix of outcomes need not match the whole.
SMILES,BioA inh
C[C@@H]1CN([C@@H](C)CO)C(=O)c2cc(C#CC3(O)CCCC3)cnc2O[C@H]1CN(C)S(C)(=O)=O,2.3
COc1ccc(NC(=O)N(C)C[C@H]2Oc3c(NC(=O)Nc4c(C)noc4C)cccc3C(=O)N([C@@H](C)CO)C[C@@H]2C)cc1,-0.3
C[C@@H]1CN([C@H](C)CO)C(=O)c2cc(C#CC3CCCCC3)cnc2O[C@H]1CN(C)Cc1ccncc1,2.3
O=C(c1ccccc1F)N1CC[C@@H]2[C@H](CO)Nc3ccc(-c4cccc(F)c4)cc3[C@@H]21,6.4
CO[C@@H]1CN(C)C(=O)c2cc(NC(=O)C3CCC3)ccc2OC[C@H](C)N(Cc2ccccn2)C[C@@H]1C,-0.7
C[C@@H]1CN([C@H](C)CO)C(=O)c2cc(NC(=O)CCC(F)(F)F)ccc2O[C@@H]1CN(C)S(=O)(=O)c1ccccc1,-1.0
C[C@H](CO)N1C[C@H](C)[C@H](CN(C)S(=O)(=O)c2ccccc2)Oc2ccc(NC(=O)C3CCCCC3)cc2CC1=O,0.0
O=S(=O)(c1ccccc1F)N1CCCCN2[C@@H](CO)[C@@H](c3ccc(-c4cccnc4)cc3)[C@@H]2C1,0.2
Cc1ccc(S(=O)(=O)Nc2ccc3c(c2)C(=O)N([C@@H](C)CO)C[C@@H](C)[C@H](CN(C)Cc2ccc(C(=O)O)cc2)OCCCC[C@H](C)O3)cc1,-0.4
COc1ccc(-c2cnc3c(c2)C(=O)N([C@H](C)CO)C[C@H](C)[C@@H](CN(C)Cc2ccccn2)O3)cc1,5.4
C[C@H]1CN([C@@H](C)CO)S(=O)(=O)c2ccc(C3=CCCCC3)cc2O[C@H]1CN(C)C(=O)C1CC1,1.3
C[C@@H]1CCCCO[C@H](CN(C)Cc2ccc(C(=O)O)cc2)[C@H](C)CN([C@@H](C)CO)C(=O)c2cc(NC(=O)CCCN(C)C)ccc2O1,-1.1
COc1ccc(NC(=O)Nc2ccc3c(c2)C(=O)N([C@H](C)CO)C[C@@H](C)[C@@H](CN(C)Cc2ccc(C(=O)O)cc2)OCCCC[C@@H](C)O3)cc1,2.3
O=C(Nc1ccccc1)N1CCCCN2[C@H](C1)[C@@H](c1ccc(C#CC3CC3)cc1)[C@@H]2CO,-3.8
COc1cccc(CNC(=O)C[C@@H]2CC[C@H]3[C@@H](COc4ccc(NC(C)=O)cc4C(=O)N3C)O2)c1,1.6
CO[C@H]1CN(C)C(=O)c2ccc(NC(C)=O)cc2OC[C@@H](C)N(C(=O)C2CC2)C[C@H]1C,3.5
O=C(C1CC1)N1C[C@@H]2[C@H](c3ccccc31)[C@H](CO)N2C(=O)c1ccccn1,-6.9
O=C(C[C@@H]1C=C[C@H](NC(=O)Nc2cc(F)ccc2F)[C@@H](CO)O1)NCCCN1CCOCC1,-2.3
O=C(N[C@H]1CC[C@H](CCNC(=O)C2CCCC2)O[C@H]1CO)c1ccccn1,5.4
COc1ccc(NC(=O)Nc2ccc3c(c2)CC(=O)N([C@H](C)CO)C[C@@H](C)[C@@H](CN(C)S(=O)(=O)c2ccc(OC)cc2)O3)cc1,3.5
O=C(Nc1cc(F)ccc1F)N1C[C@@H]2[C@H](c3ccccc31)[C@H](CO)N2Cc1ccncc1,5.4
C[C@H]1CCCCO[C@@H](CN(C)C(=O)C2CCCCC2)[C@@H](C)CN([C@@H](C)CO)C(=O)c2cc(NC(=O)Cc3ccccc3)ccc2O1,0.3
CCN(C[C@H]1[C@H](c2ccccc2)[C@H](CO)N1C(C)=O)C(=O)NC1CCCC1,-0.7
C[C@@H]1CN([C@@H](C)CO)C(=O)c2cc(NS(=O)(=O)c3ccccc3)ccc2O[C@@H](C)CCCCO[C@@H]1CN(C)C(=O)Nc1ccc(F)cc1,0.8
COCC(=O)N1C[C@H](C)[C@H](OC)CN(C)C(=O)c2ccc(NC(=O)c3cc(C)on3)cc2OC[C@@H]1C,-3.3

# 12 compounds from above, ordered by heavy-atom count, lowest first:
SMILES,BioA inh
O=C(N[C@H]1CC[C@H](CCNC(=O)C2CCCC2)O[C@H]1CO)c1ccccn1,5.4
O=C(c1ccccc1F)N1CC[C@@H]2[C@H](CO)Nc3ccc(-c4cccc(F)c4)cc3[C@@H]21,6.4
O=C(Nc1cc(F)ccc1F)N1C[C@@H]2[C@H](c3ccccc31)[C@H](CO)N2Cc1ccncc1,5.4
C[C@@H]1CN([C@@H](C)CO)C(=O)c2cc(C#CC3(O)CCCC3)cnc2O[C@H]1CN(C)S(C)(=O)=O,2.3
O=S(=O)(c1ccccc1F)N1CCCCN2[C@@H](CO)[C@@H](c3ccc(-c4cccnc4)cc3)[C@@H]2C1,0.2
COc1cccc(CNC(=O)C[C@@H]2CC[C@H]3[C@@H](COc4ccc(NC(C)=O)cc4C(=O)N3C)O2)c1,1.6
COc1ccc(-c2cnc3c(c2)C(=O)N([C@H](C)CO)C[C@H](C)[C@@H](CN(C)Cc2ccccn2)O3)cc1,5.4
C[C@@H]1CN([C@H](C)CO)C(=O)c2cc(NC(=O)CCC(F)(F)F)ccc2O[C@@H]1CN(C)S(=O)(=O)c1ccccc1,-1.0
COc1ccc(NC(=O)N(C)C[C@H]2Oc3c(NC(=O)Nc4c(C)noc4C)cccc3C(=O)N([C@@H](C)CO)C[C@@H]2C)cc1,-0.3
COc1ccc(NC(=O)Nc2ccc3c(c2)CC(=O)N([C@H](C)CO)C[C@@H](C)[C@@H](CN(C)S(=O)(=O)c2ccc(OC)cc2)O3)cc1,3.5
Cc1ccc(S(=O)(=O)Nc2ccc3c(c2)C(=O)N([C@@H](C)CO)C[C@@H](C)[C@H](CN(C)Cc2ccc(C(=O)O)cc2)OCCCC[C@H](C)O3)cc1,-0.4
COc1ccc(NC(=O)Nc2ccc3c(c2)C(=O)N([C@H](C)CO)C[C@@H](C)[C@@H](CN(C)Cc2ccc(C(=O)O)cc2)OCCCC[C@@H](C)O3)cc1,2.3

# Following part.
SMILES,BioA inh
CNC[C@@H]1OCCCC[C@H](C)Oc2ccc(NC(=O)NC(C)C)cc2C(=O)N([C@H](C)CO)C[C@H]1C,-3.5
C[C@H](CO)N1C[C@H](C)[C@@H](CN(C)C(=O)CN(C)C)Oc2cc(C#Cc3cccnc3)ccc2S1(=O)=O,5.4
C[C@H](CO)N1C[C@H](C)[C@@H](CN(C)Cc2ccc(C(=O)O)cc2)Oc2ccc(NC(=O)CCC(F)(F)F)cc2C1=O,2.0
O=C(C[C@@H]1C[C@H]2c3cc(NC(=O)c4ccc5c(c4)OCO5)ccc3O[C@H]2[C@@H](CO)O1)NCC1CC1,-1.0
CO[C@@H]1CN(C)C(=O)c2ccc(NC(=O)C3CC3)cc2OC[C@@H](C)N(Cc2nccs2)C[C@@H]1C,16.1
CC=Cc1ccc2n(c1=O)C[C@@H]1[C@@H](CO)[C@H](C(=O)N3CCN(C)CC3)N(Cc3ccccc3OC)[C@H]21 (mixture of isomers),-0.6
C[C@H]1CN([C@@H](C)CO)S(=O)(=O)c2ccc(-c3cccnc3)cc2O[C@H]1CN(C)C(=O)C1CCCCC1,10.6
CCCN(C)C[C@H]1Oc2cc(C#Cc3ccccc3)ccc2S(=O)(=O)N([C@@H](C)CO)C[C@H]1C,-0.9
C[C@@H]1CN([C@@H](C)CO)S(=O)(=O)c2ccc(C#CCN(C)C)cc2O[C@@H]1CN(C)Cc1ccncc1,-0.5
O=C(Nc1ccccc1F)N[C@H]1CC[C@H](CCNC(=O)C2CCCCC2)O[C@H]1CO,-0.4
O=C(N[C@H]1CC[C@H](CCNS(=O)(=O)c2ccc(F)cc2)O[C@H]1CO)C1CCC1,-1.2
CC(C)C#Cc1cnc2c(c1)C(=O)N([C@@H](C)CO)C[C@H](C)[C@@H](CN(C)C(=O)c1cnccn1)O2,-0.2
O=C(NC1Cc2ccccc2C1)[C@H]1[C@H](CO)[C@H]2Cn3c(cccc3=O)[C@H]2N1C(=O)C1CCC1,-1.1
C[C@H]1CN([C@@H](C)CO)C(=O)c2cc(C#CC(C)(C)O)cnc2O[C@H]1CN(C)C(=O)CN(C)C,0.0
COc1ccc(COCC23N=C4SCc5ccccc5C(=O)N4[C@H](c4ccccc4O2)[C@H]3COC(=O)c2ccccc2)cc1,-2.1
O=C(C[C@H]1C[C@@H]2c3cc(NC(=O)C4CCOCC4)ccc3O[C@@H]2[C@H](CO)O1)NCc1ccccn1,-0.7
CC(C)NC(=O)Nc1ccc2c(c1)CC(=O)N([C@H](C)CO)C[C@@H](C)[C@H](CN(C)Cc1ccc(Cl)c(Cl)c1)O2,-0.9
CN(C)C(=O)c1cccc(-c2ccc3c(c2)[C@H]2[C@H](CCN2C(=O)c2cccnc2)[C@@H](CO)N3)c1,5.2
C[C@H](CO)N1C[C@H](C)[C@@H](CN(C)S(=O)(=O)c2cccs2)Oc2ccc(NC(=O)NC3CCCCC3)cc2CC1=O,2.3
Cc1ccc(S(=O)(=O)N2CC[C@H]3[C@H](CO)Nc4ccc(C#Cc5ccc(F)cc5)cc4[C@H]32)cc1,-0.5
C[C@H](CO)N1C[C@H](C)[C@@H](CN(C)C(=O)NC2CCCCC2)Oc2ccc(N(C)C)cc2CC1=O,-0.1
CCNC(=O)C[C@@H]1C=C[C@H](NC(=O)NC2CCCCC2)[C@H](CO)O1,-1.8
O=C(Nc1ccc(F)cc1)N[C@@H]1CC[C@@H](CCNS(=O)(=O)c2ccccc2F)O[C@H]1CO,1.1
C[C@H](CO)N1C[C@H](C)[C@@H](CN(C)S(=O)(=O)c2cn(C)cn2)OCCCC[C@H](C)Oc2ccc(NC(=O)NC3CCCCC3)cc2C1=O,-1.0
COc1cccc(C(=O)Nc2ccc3c(c2)C(=O)N(C)C[C@@H](OC)[C@@H](C)CN(C)[C@@H](C)CO3)c1,-1.3
# Later entries
SMILES,BioA inh
Cc1noc(C)c1S(=O)(=O)Nc1ccc2c(c1)C(=O)N([C@H](C)CO)C[C@@H](C)[C@H](CN(C)C(=O)Nc1ccc(F)cc1)OCCCC[C@H](C)O2,0.8
C[C@@H]1CN([C@@H](C)CO)C(=O)Cc2cc(NS(=O)(=O)c3ccccc3)ccc2O[C@@H]1CN(C)Cc1ccccc1,5.4
CN1C(=O)c2cc(NC(=O)Cc3cccs3)ccc2OC[C@H]2O[C@@H](CC(=O)N[C@@H]3CCN(Cc4ccccc4)C3)CC[C@@H]21,0.7
C[C@H]1CN([C@@H](C)CO)C(=O)Cc2cc(NC(=O)Cn3cnnn3)ccc2O[C@H]1CN(C)C(=O)Nc1ccccc1,1.0
CO[C@@H]1CN(C)C(=O)c2cc(NC(=O)Nc3c(C)noc3C)ccc2OC[C@H](C)N(CC2CC2)C[C@H]1C,2.3
C[C@@H]1CN([C@H](C)CO)S(=O)(=O)c2ccc(C3=CCCC3)cc2O[C@@H]1CN(C)C(=O)C1CCCCC1,0.0
C[C@@H]1CN([C@H](C)CO)C(=O)c2cccc(N(C)C)c2O[C@@H]1CN(C)C(=O)Nc1ccc(C(F)(F)F)cc1,-1.6
C[C@H]1CCCCO[C@H](CN(C)Cc2ccc3c(c2)OCO3)[C@@H](C)CN([C@@H](C)CO)C(=O)c2cc(NC(=O)Nc3ccccc3)ccc2O1,-2.2
CN1CCN(C(=O)C2=C[C@H](c3ccccc3)C[C@H](OCCCCO)O2)CC1,-1.4
Cc1cc(C(=O)Nc2cccc3c2O[C@H](CN(C)C(=O)NC2CCCCC2)[C@@H](C)CN([C@H](C)CO)C3=O)n(C)n1,3.2
CNC(=O)C[C@@H]1CC[C@H]2[C@@H](COC[C@@H](O)CN2C(=O)c2ccccn2)O1,2.4
CO[C@@H]1CN(C)C(=O)c2cc(NC(=O)Nc3c(C)noc3C)ccc2OC[C@H](C)NC[C@H]1C,-0.3
CO[C@@H]1CN(C)C(=O)c2cc(NC(=O)Nc3ccccc3)ccc2OC[C@@H](C)N(C(C)=O)C[C@@H]1C,1.3
Cc1ccc(S(=O)(=O)N(C)C[C@@H]2Oc3c(NC(=O)Nc4ccc(C(F)(F)F)cc4)cccc3C(=O)N([C@H](C)CO)C[C@H]2C)cc1,1.9
CCCC#Cc1ccc([C@H]2[C@H](C#N)N(C(=O)C3CCC3)[C@H]2CO)cc1,3.3
Cc1noc(C)c1S(=O)(=O)Nc1cccc2c1O[C@@H](CN(C)S(=O)(=O)c1cccs1)[C@@H](C)CN([C@H](C)CO)C2=O,-4.6
C[C@@H]1CN([C@@H](C)CO)C(=O)Cc2cc(NC(=O)NC3CCCCC3)ccc2O[C@H]1CN(C)Cc1ccc(Cl)c(Cl)c1,-1.0
COc1ccc(NC(=O)N(C)C[C@@H]2OCc3ccccc3-c3ccccc3C(=O)N([C@@H](C)CO)C[C@@H]2C)c(OC)c1,-0.6
O=C(N[C@H]1CC[C@@H](CC(=O)N2CCc3ccccc3C2)O[C@H]1CO)C1CC1,-3.3
O=C(C[C@@H]1CC[C@@H]2[C@H](COC[C@H](O)CN2C(=O)c2ccccc2)O1)N1CCOCC1,-0.1
C[C@@H]1CN([C@@H](C)CO)C(=O)Cc2cc(NC(=O)Nc3cccc4ccccc34)ccc2O[C@@H]1CN(C)S(=O)(=O)c1ccc(F)cc1,-3.2
COc1cccc(S(=O)(=O)Nc2ccc3c(c2)[C@@H]2C[C@H](CC(=O)O)O[C@@H](CO)[C@@H]2O3)c1,-1.6
C[C@H](CO)N1C[C@H](C)[C@@H](CN(C)Cc2ccc(C(=O)O)cc2)Oc2ccc(NC(=O)Cc3cn(C)c4ccccc34)cc2C1=O,2.6
CCCNC(=O)N(C)C[C@@H]1Oc2cc(-c3ccncc3)ccc2S(=O)(=O)N([C@@H](C)CO)C[C@@H]1C,0.7
CN1C(=O)c2cc(NC(=O)Nc3cccc(Cl)c3)ccc2OC[C@@H]2O[C@@H](CC(=O)NCCc3ccncc3)CC[C@H]21,2.0
C[C@H](CO)N1C[C@H](C)[C@H](CN(C)C(=O)Nc2ccc(C(F)(F)F)cc2)Oc2ccc(NC(=O)NC3CCCCC3)cc2C1=O,-0.6
C[C@H]1CN([C@@H](C)CO)C(=O)c2cc(NC(=O)Nc3cccc4ccccc34)ccc2O[C@@H]1CN(C)Cc1ccc(C(F)(F)F)cc1,-2.0
C[C@@H]1CN([C@@H](C)CO)C(=O)c2cc(NC(=O)Nc3ccc4c(c3)OCO4)ccc2O[C@@H]1CN(C)C(=O)Nc1ccccc1,-1.2
CCNC(=O)C[C@@H]1CC[C@H]2[C@@H](COc3ccc(NC(=O)Nc4c(C)noc4C)cc3C(=O)N2C)O1,4.1
C[C@@H]1CN([C@@H](C)CO)C(=O)c2cc(NS(C)(=O)=O)ccc2O[C@@H]1CN(C)S(C)(=O)=O,0.4
